# From PubChem BioAssay
# GRP78 ERSR act – induces the endoplasmic reticulum stress response in human glioma cells. hit rate 0.02% among 420,000. Potency, µM, for inactives: at the top dose activation, usual class: activators. U87-MG GRP78 promoter luciferase reporter, 16 h; active = well fitted activation curve with a large enough effect; inconclusive = small, poorly fitted or top-dose-only effect; inactive = no such curve, though single readings can be large or run the other way; also: series mostly up to about 76 µM; % of control where 0% means no effect; nearly all actives have a fitted effect of over 35% in size
#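 ERSR induction read as luciferase luminescence (Bright-Glo, 10 min at room temperature) in stably transfected human U87-MG glioma cells exposed to compounds for 16 h, using GRP78 as sensor.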
# Active calls of the source: *; ? = inconclusive; & = joins results of further samples. Potency is read from the fitted curve at half-maximal effect. Not all compounds are listed; the hit share may differ from the screen's.
molecule,GRP78 ERSR act
COc1ccc(/C=C/c2cc(OC)cc(=O)o2)cc1,-1%
Cc1ccc(NC2=CC(=O)c3sc(C)nc3C2=O)cc1,-8%
CC1CC(OC(=O)c2ccccc2O)CC(C)(C)C1 (centres undefined),-6%&-3%
COc1ccc(-c2nc3cnc(OC)nc3n(Cc3ccc(F)cc3)c2=O)cc1,-3%
COc1cccc(-c2nccc(NCCc3c[nH]c4ccc(OC)cc34)n2)c1,0%
COc1ccc(CNc2nc(NCc3ccc(OC)cc3)c3ncn(C4CCCCC4)c3n2)cc1,-1%
CCC1CN(CCNC(=O)c2cccc(C)n2)Cc2cc(OC)ccc2O1 (centres undefined),-1%
OC[C@@H]1O[C@@H](Oc2ccc(O)cc2)[C@H](O)[C@@H](O)[C@@H]1O,-7%
O=C(Nc1ccccc1)N1CC[C@@]2(CCCN(C(=O)c3cnccn3)C2)C1,-4%
N#Cc1ccc(CN2CCCC3(CCN(C(=O)c4ccncc4)CC3)C2)cc1,-1%

# The last 2 records of the section before open the next one.
molecule,GRP78 ERSR act
O=C(Nc1ccccc1)N1CC[C@@]2(CCCN(C(=O)c3cnccn3)C2)C1,-4%
N#Cc1ccc(CN2CCCC3(CCN(C(=O)c4ccncc4)CC3)C2)cc1,-1%
Cc1c(C)c2c(c(C)c1O)CCC(C)(COc1ccc(Cc3sc(=O)[nH]c3O)cc1)O2 (centres undefined),-4%
CC(C)NC(=O)N1CC2(CCN(C(=O)c3ccncc3)CC2)C1,-4%
CN(C)c1ncc2nc(-c3ccccc3)c(=O)n(CCC#N)c2n1,-2%
Cc1ccc2c(c1)C(=O)[C@]1(O)CCN(c3ccccc3)C1=N2,-7%
COc1ccc(CNc2ccnc(-c3cccnc3)n2)c(OC)c1,-1%
CN(C)Cc1ccccc1-c1ccc2ncnc(N(C)C)c2c1,-2%
O=C(c1cccc(F)c1)N1CCC[C@@]2(CCN(c3ccccc3)C2)C1,-5%
c1ccc(CNc2nc(-c3ccc4c(c3)OCO4)nc3ccccc23)cc1,-3%
Cc1ccccc1-c1cc(N2CCNCC2)ncn1,-3%
CCCCCCCCCCOc1cc2c(=O)c(C(=O)OCC)c[nH]c2cc1OCC,-2%
Clc1ccc([C@H](Cn2ccnc2)OCc2c(Cl)cccc2Cl)c(Cl)c1,-3%
CC(C)C(NS(C)(=O)=O)c1nnc2n1CCN(Cc1ccnc3ccccc13)CC2 (centres undefined),2%
COCCn1c(=O)c(-c2cccs2)nc2cnc(Oc3ccc(OC)cc3)nc21,-6%
CN1C(=O)CC[C@@H]1c1cccnc1,0%
CC(C)CCOc1ccc(N)cc1,-3%
Cn1cccc1C(=O)N1CCC[C@@]2(CCN(Cc3ccc(C#N)cc3)C2)C1,-4%
COc1ccccc1CN1CCC2(CC1)CCN(C(=O)c1ccncc1)CC2,-3%
COc1ccccc1C(=O)N[C@@H]1c2ccccc2C2(CCN(C(=O)c3csnn3)CC2)[C@H]1OC,1%
FC(F)(F)c1ccccc1-c1ccc2ncnc(NC3CC3)c2c1,-4%
C[C@@H]1O[C@H]2C3=C(C(=O)[C@H]4O[C@@H]4[C@H]3O)[C@@H]1[C@@H]1[C@@H](C)OC=C3[C@H](O)[C@H]4O[C@@H]4/C(=N\OCc4ccccc4)[C@]312,?
C=C1C[C@@]23C[C@@]1(O)CC[C@@H]2[C@]12C=C[C@@H](O)[C@](C)(C(=O)O1)[C@@H]2[C@@H]3C(=O)O,-3%
Cc1ccc2nc(SCC(=O)NCC3Cc4cccc(-c5nc(C)cnc5C)c4O3)[nH]c2c1 (centres undefined),-1%
COc1ccccc1-c1ccnc(-n2ncc(C(=O)NCc3ccncc3)c2C)n1,-3%
CN(C)CCCSC(=N)N,-8%&-4%&-3%
O=C(/C=C/c1ccc(O)c(O)c1)O[C@@H]1C[C@@](O)(C(=O)O)C[C@H](O)[C@@H]1O,-1%
COc1ccccc1CNc1ccnc(-c2cccnc2)n1,-5%
CCNc1ncc2nc(-c3ccc(OC)cc3)c(=O)n(CCc3ccccc3)c2n1,-3%
O=C(NCc1nnc2n1CCN(Cc1ccnc3ccccc13)CC2)c1cccc(F)c1,-1%
COCC(=O)N1CCC2(CC1)CN(Cc1nccs1)C2,-5%
COc1ccc(C(=O)N2CCC3(CC2)CN(c2ccccn2)C3)cc1,-3%
Cc1cccc2cc(CN(C(=O)c3ccc(-c4ccc(F)cc4)cc3)C3CC3)c(N3CCC(O)CC3)nc12,-3%
COc1ccccc1CNc1ccnc(-c2ccccc2Cl)n1,1%
COCCn1c(=O)c(-c2ccc(OC)cc2)nc2cnc(Nc3ccccc3)nc21,-5%
CN(C)Cc1ccccc1-c1cc(-n2ccnc2)ncn1,-4%
CN(Cc1ccco1)c1cc(-c2cccc(NS(C)(=O)=O)c2)ncn1,5%
COc1ccc(NC(=O)N2CC3(CCN(S(C)(=O)=O)CC3)C2)cc1,-1%
CCN1CCN(C(=O)N[C@H](C(=O)N[C@@H]2C(=O)N3[C@@H]2SC(C)(C)[C@@H]3C(=O)O)c2ccccc2)C(=O)C1=O,-4%
COc1ccc(-c2cc(=O)c3c(O)cc(O)c(-c4cc(-c5cc(=O)c6c(O)cc(O)cc6o5)ccc4OC)c3o2)cc1,10%
Cc1cccc(CNc2ncncc2-c2ccccc2Cl)c1,-2%
O=C(CSc1ncccn1)NCC1Cc2cccc(-c3ncccn3)c2O1 (centres undefined),-2%

# At a glance, some entries already given.
molecule,GRP78 ERSR act
Cc1cccc2cc(CN(C(=O)c3ccc(-c4ccc(F)cc4)cc3)C3CC3)c(N3CCC(O)CC3)nc12,-3%
COc1ccccc1CNc1ccnc(-c2ccccc2Cl)n1,1%
COCCn1c(=O)c(-c2ccc(OC)cc2)nc2cnc(Nc3ccccc3)nc21,-5%
CN(C)Cc1ccccc1-c1cc(-n2ccnc2)ncn1,-4%

# Further compounds
molecule,GRP78 ERSR act
COc1cccc(-c2nc(N3CCNCC3)c3ccccc3n2)c1,4%
C=CC[C@@H]1C=C[C@@H](O/N=C(/C)CCC(=O)OC[C@@H]2O[C@H](C#Cc3ccccc3)C=C[C@@H]2Oc2ccc(C)cc2)[C@@H](CO)O1,-3%
COc1ccc(O[C@H]2C=C[C@@H](c3ccccc3)O[C@@H]2CO/N=C(\C)CCN2CCc3nc(-c4ccccc4)c(-c4ccccc4)cc3C2)cc1,-3%
CC(C)NC(=O)N1CC[C@@]2(CCCN(C(=O)c3cccn3C)C2)C1,-3%
O=C(c1cc(-c2ccccc2)on1)N1CCOc2ccc(CN3CCN(c4ccccn4)CC3)cc2C1,-3%
CNc1ncnc2ccc(-c3ccccc3CN(C)C)cc12,-3%
C[C@H](CCCC(C)(C)O)[C@H]1CC[C@H]2[C@@H]3CC=C4C[C@@H](O)CC[C@]4(C)[C@H]3CC[C@]12C,-3%
COC(=O)C/C=C\[C@@H](C)[C@@H](/C=N\O[C@@H]1O[C@H](COC(C)=O)[C@@H](OC(C)=O)[C@H](OC(C)=O)[C@H]1OC(C)=O)NS(=O)(=O)c1ccc(C)cc1,-2%
Cc1c(C(=O)NC(C)(C)CO)sc2ncnc(NCCN(C)C)c12,-3%
CN(Cc1cnc2ccccn12)C(=O)c1cc(NC(=O)c2ccccc2)cc2ncn(C3CCCC3)c12,-1%

# Next compounds follow:
Compound | GRP78 ERSR act
C[C@@H]1CCC2[C@](C)(CO)C(O)CC[C@@]2(C)[C@@]12CC[C@](CO)(CCO)O2 (some centres undefined) | -1%
Nc1c[n+](N2CCOCC2)no1 | -3%
O=c1c(-c2ccc(F)c(F)c2)nc2cncnc2n1Cc1ccc(F)cc1 | 1%
COc1cccc(Cn2c(=O)c(-c3cccs3)nc3cnc(N4CCN(C)CC4)nc32)c1 | -4%
CCn1c(-c2ccccc2F)nc2cc(NC(C)=O)cc(C(=O)NC(c3ccccn3)C(F)(F)F)c21 (centres undefined) | 0%
CC(CSC(=O)c1ccccc1)C(=O)N1CC(Sc2ccccc2)CC1C(=O)O (centres undefined) | -3%
CCNc1ncc2nc(-c3cn(C)c4ccccc34)c(=O)n(Cc3cccc(OC)c3)c2n1 | -4%
O=C(Nc1cccc(F)c1)N1CCCC2(CCN(C(=O)c3cccc(F)c3)CC2)C1 | -4%
COC(=O)c1c(OCc2cccnc2)cc(=O)n2c1CCN(C(=O)c1c3c(nn1C)CCCC3)CC2 | 2%
COC(=O)NC(CC(C)=O)c1cccs1 (centres undefined) | -4%
O=C(NCC1Cc2cccc(-c3cnccn3)c2O1)c1ccc2c(c1)OCCO2 (centres undefined) | 0%
COCCn1c(=O)c(-c2ccc(OC)cc2)nc2cnc(OCc3ccccc3)nc21 | -3%
CS(=O)(=O)N1CCC2(CCN(C(c3ccccc3)c3ccccc3)CC2)CC1 | -4%
CC(=O)N[C@H](Cc1c[nH]c2ccccc12)C(N)=O | -3%
COc1ccc(NC(=O)N2CC3(CCN(C(=O)c4ccncc4)CC3)C2)cc1 | -3%
COc1ccc(C(=O)N2CCC3(CCCN(Cc4ccncc4)C3)CC2)cc1 | -3%
C/C=C\C1=C(CO)C(=O)[C@@H]2OC2C1=O (some centres undefined) | -5%
COc1ccc(Oc2ncc3nc(C)c(=O)n(Cc4ccc(F)cc4)c3n2)cc1 | -3%
CO[C@@H]1COC(=O)[C@H](COCc2ccccc2)NC(=O)C/C=C\[C@@H](C)[C@H](OC)COC(=O)[C@H](COCc2ccccc2)NC(=O)C/C=C\[C@H]1C | -2%
OCCN1CCN(Cc2ccc3c(c2)CN(Cc2cccn2-c2ccccn2)CCO3)CC1 | -3%
COc1ccc(Oc2ncc3nc(C)c(=O)n(Cc4cccc(OC)c4)c3n2)cc1 | -4%
CN(C)C(=O)CCC(=O)NCC1Cc2cccc(-c3ccccc3C(F)(F)F)c2O1 (centres undefined) | -6%
CC(C)(C)c1ccc(S(=O)(=O)N[C@H]2CC[C@@H](n3cc(C(=O)N4CCCC4)nn3)CC2)cc1 | -2%
O=C(Oc1ccccc1)N1CCC2(CCCN(c3cccc(-c4ccccc4)c3)C2)CC1 | -4%
O=P(O)(O)CP(=O)(O)O | -3%
COc1ccc(C(=O)N2CCC3(CC2)CCN(c2ccccc2)CC3)cc1 | -3%
c1ccc(C(c2ccccc2)N2CC[C@@]3(CCCNC3)C2)cc1 | -6%
Cc1cccc(C2=N[C@@H](Cc3ccccc3)CO2)c1 | 2%
CN(C)Cc1ccccc1-c1cncnc1NCc1ccccc1 | -5%
C[C@@H]1C(=O)O[C@H]2[C@@H](O)[C@@]34[C@H]5CC(C(C)(C)C)[C@]36[C@@H](OC(=O)[C@@H]6O)O[C@@]4(C(=O)O5)[C@@]12O (some centres undefined) | -1%
O=[N+]([O-])c1cc2nc(O)c(O)nc2cc1[N+](=O)[O-] | -2%
OCC1OC(n2cnc3c(Cl)ncnc32)C(O)C1O (centres undefined) | -3%
O=C(NCc1ccccn1)c1cnn(-c2nccc(-c3cccs3)n2)c1C1CC1 | 0%
Cc1ccccc1C1(CC(=O)N2CCC[C@H]2C(N)=O)CC(=O)N(C2CCCC2)C1=O (some centres undefined) | 0%
CCCCC/C=C/C/C=C/CCCCCCCC(=O)NC(C)c1ccccc1 (centres undefined) | -3%
Cc1c(O)cc(O)c2c(=O)c(-c3ccc(O)cc3)coc12 | -6%
CCNC(=O)c1sc2ncnc(NCCCN3CCOCC3)c2c1C | -4%
O=C1[C@@H]2[C@H]3CC[C@H](C3)[C@@H]2C(=O)N1CCCCN1CCN(c2ncccn2)CC1 | -1%
COc1ccccc1CN1CCC2(CC1)CCN(S(=O)(=O)c1ccccc1)CC2 | -1%
O=C(O)Cc1c(Cl)ccc(Cl)c1Cl | ?
COc1cccc(CN2CCC3(CCC(CNC(=O)c4cc(C)nn4C)O3)CC2)c1OC (centres undefined) | -5%
C=C(NC(=O)C(=C)NC(=O)c1csc(C2=N[C@@H]3c4csc(n4)[C@@H]4NC(=O)c5csc(n5)[C@@H]([C@](C)(O)[C@H](C)O)NC(=O)[C@@H]5CSC(=N5)/C(=C/C)NC(=O)[C@@H]([C@H](C)O)NC(=O)c5csc(n5)[C@]3(CC2)NC(=O)[C@@H](C)NC(=O)C(=C)NC(=O)[C@@H](C)NC(=O)[C@@H]([C@@H](C)CC)N[C@H]2C=Cc3c([C@H](C)O)cc(nc3[C@@H]2O)C(=O)O[C@H]4C)n1)C(N)=O | -7%
COc1ccc2[nH]cc(CCNc3ncnc4ccc(-c5ccccc5C#N)cc34)c2c1 | -5%
COc1ncc2nc(-c3cccs3)c(=O)n(Cc3ccc(F)cc3)c2n1 | -2%
COc1ccc(-n2c(CNC(=O)c3c(-c4ccccc4)noc3C)nnc2SC)cc1 | -4%
CC1(C)C2(Cl)C(Cl)C(Cl)C(Cl)(C(Cl)Cl)C1(Cl)C2Cl (centres undefined) | -2%
CCS(=O)(=O)Nc1cc(C(=O)N2C[C@@H](C)O[C@@H](C)C2)c2c(c1)nc(-c1ccccc1)n2C | -6%
COc1ccc(C(=O)N2CCC[C@@]3(CCN(Cc4ccccc4OC)C3)C2)cc1 | -3%
Cc1cnc(CNc2ccnc(-c3ccccc3Cl)n2)cn1 | -5%
Cc1ncc2c(c1CNS(=O)(=O)N(C)C)CCN(C(=O)/C=C/c1ccccc1)C2 | -6%
O=C(c1ccco1)N1CCC2(CC1)CN(Cc1cc(C(F)(F)F)cc(C(F)(F)F)c1)C2 | -2%
COC(=O)NC(c1cccc(F)c1)C(C(C)=O)C(=O)OC (centres undefined) | -3%
COc1ccc(C(=O)N2CCC3(CCN(Cc4cc(C(F)(F)F)cc(C(F)(F)F)c4)CC3)CC2)cc1 | -4%
COc1ccc(-c2nc3cnc(OCc4ccccc4)nc3n(CCC#N)c2=O)cc1 | -3%
Cc1cc(C)n(CCC(=O)NCC2Cc3cc(Cl)cc(-c4cnccn4)c3O2)n1 (centres undefined) | -5%
CCNc1ncc2nc(CCc3ccccc3)c(=O)n(C[C@H]3CCCO3)c2n1 | -3%
